# ERK AVP inh – vasopressin-driven ERK pathway inhibition | HEK293-V1b, vasopressin-stimulated pERK AlphaScreen | Potency, µM (highest dose often 57.5 µM), for the others: at the highest dose activity, negative = inhibition, usual class: inhibitors | 72,000 tested, 0.99% active | AID 995; also: nearly all actives have a fitted effect of over 55% in size
#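 Phosphorylated ERK1/2 detected via AlphaScreen bead proximity in lysates of V1b-expressing HEK293 cells given 25 nM vasopressin for 5 min after 30 min compound exposure (37 °C). AC50 from Hill equation; basal DMSO 0%, vasopressin 100%.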
# 15-hLO inh – 15-hLO (ALOX15) enzyme inhibition. P16050. purified 15hLO-1, xylenol orange hydroperoxide absorbance. Potency, µM (top dose mostly 57.1 µM), without a hit: at the highest dose activity change, negative = inhibition, hits mostly inhibitors. 74,000 tested, 1.4% active; also: nearly all actives have a fitted effect of over 55% in size
# Target sequence (P16050 whole entry, looked up): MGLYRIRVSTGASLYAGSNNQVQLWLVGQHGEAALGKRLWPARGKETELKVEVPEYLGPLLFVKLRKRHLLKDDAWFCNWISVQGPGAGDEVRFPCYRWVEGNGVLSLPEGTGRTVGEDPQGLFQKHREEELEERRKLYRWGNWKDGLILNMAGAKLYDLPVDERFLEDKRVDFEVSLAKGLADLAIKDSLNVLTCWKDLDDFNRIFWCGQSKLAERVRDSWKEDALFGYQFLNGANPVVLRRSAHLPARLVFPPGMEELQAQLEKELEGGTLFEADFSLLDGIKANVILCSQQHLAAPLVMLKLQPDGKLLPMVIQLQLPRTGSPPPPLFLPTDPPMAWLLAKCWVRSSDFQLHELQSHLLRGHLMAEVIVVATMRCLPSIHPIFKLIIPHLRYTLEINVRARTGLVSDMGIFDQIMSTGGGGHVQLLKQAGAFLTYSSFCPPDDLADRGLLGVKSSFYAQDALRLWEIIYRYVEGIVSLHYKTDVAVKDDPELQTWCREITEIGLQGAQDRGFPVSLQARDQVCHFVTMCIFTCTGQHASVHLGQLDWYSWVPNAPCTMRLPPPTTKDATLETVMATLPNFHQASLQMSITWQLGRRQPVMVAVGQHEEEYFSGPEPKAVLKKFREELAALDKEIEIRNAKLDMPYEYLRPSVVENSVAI
#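 Purified human 15hLO-1 (40 nM) in 25 mM Hepes pH 7.5, 0.01% Triton X-100, preincubated 15 min RT with compound, then 50 uM arachidonic acid for 6 min. Hydroperoxide read by ferrous/xylenol orange, 30 min; 573/405 nm absorbance ratio gave progress.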
# An asterisk follows results filed as active; u = inconclusive; & = joins results of further samples; [ ] = remark or other dose. Calls follow the shape of the dose curve; as a rule, active = well fitted inhibition curve with a large enough effect; inconclusive = small, poorly fitted or top-dose-only effect; inactive = no such curve, though single readings can be large or run the other way. % is scaled to controls: 0 for no effect and ±100 for the full control effect; potency is read from the fitted curve at half-maximal effect.
SMILES,ERK AVP inh,15-hLO inh
NCCCCC(N)C(=O)NC(Cc1ccc(O)cc1)C(=O)NC(CCCCN)C(=O)O (centres undefined),-19%,0%
COC(=O)CC1C(C)(C)C(OC(C)=O)C2[C@H](OC(C)=O)[C@]34O[C@]2(O)[C@]1(C)C3CC[C@]1(C)C4=CC(=O)OC1c1ccoc1 (some centres undefined),-7%,-10%
CC(=O)/C(=C\c1ccccc1)CC(=O)O,-2%,-3%
OCCN1CC(O)C(O)C(O)C1CO (centres undefined),16%,0%
CC(C)(O)CCC(O)[C@@](C)(O)C1CC[C@]2(O)C3=CC(=O)C4CC(O)C(O)C[C@]4(C)C3CC[C@]12C (some centres undefined),-1%,1%
NC(C(=O)NC1C(=O)N2C(C(=O)O)=C(Cl)CSC12)c1ccccc1 (centres undefined),6%,-17%
CCC(=O)O[C@@]1(C(=O)CCl)C(C)CC2C3CCC4=CC(=O)C=C[C@@]4(C)[C@]3(F)C(O)C[C@]21C (some centres undefined),12%,-7%
CCOC(=O)CCC(=O)O[C@H]1C(O[C@@H]2C(C)[C@H](O[C@H]3C[C@@](C)(OC)C(O)C(C)O3)C(C)C(=O)OC(CC)[C@@](C)(O)C(O)[C@H](C)C(=O)C(C)C[C@]2(C)O)OC(C)CC1N(C)C (some centres undefined),0%,1%
CC1(C)C(=O)C2C[C@]3(O)C4=CC(=O)OC(c5ccoc5)[C@]4(C)CCC3[C@](C)(C2=O)C1CC(=O)O (some centres undefined),-15%,6%
CCC(/C=C/C(C)C1CCC2C3CC=C4CC(O)CC[C@@]4(C)C3CC[C@@]12C)C(C)C (some centres undefined),27%,-9%
COc1cc2c(cc1OC)C1C(=O)c3c(O)cc4c(c3OC1CO2)C=CC(C)(C)O4 (centres undefined),-28%,-23%
CCC1OC(=O)C(C)[C@@H](O[C@H]2C[C@@](C)(OC)C(O)C(C)O2)C(C)[C@@H](O[C@@H]2OC(C)CC(N(C)C)C2O)[C@@](C)(O)CC(C)C(=O)[C@@H](C)C(O)[C@]1(C)O (some centres undefined),13%,0%
NCC1O[C@@H](OC2C(N)C[C@H](N)[C@@H](O[C@H]3OC(CO)C(O)C(N)C3O)C2O)C(O)C(O)C1O (some centres undefined),9%,5%
Cc1cc(N)c2cc(OCCOc3ccc4nc(C)cc(N)c4c3)ccc2n1,-8%[11.5 µM],18%[11.4 µM]
CC(=O)NC1C(O)C[C@@](O)(C(=O)O)OC1[C@@H](O)C(O)CO (some centres undefined),3%,4%

# Five entries already listed, arranged by count of non-hydrogen atoms, falling.
SMILES,ERK AVP inh,15-hLO inh
CCOC(=O)CCC(=O)O[C@H]1C(O[C@@H]2C(C)[C@H](O[C@H]3C[C@@](C)(OC)C(O)C(C)O3)C(C)C(=O)OC(CC)[C@@](C)(O)C(O)[C@H](C)C(=O)C(C)C[C@]2(C)O)OC(C)CC1N(C)C (some centres undefined),0%,1%
CC(C)(O)CCC(O)[C@@](C)(O)C1CC[C@]2(O)C3=CC(=O)C4CC(O)C(O)C[C@]4(C)C3CC[C@]12C (some centres undefined),-1%,1%
COc1cc2c(cc1OC)C1C(=O)c3c(O)cc4c(c3OC1CO2)C=CC(C)(C)O4 (centres undefined),-28%,-23%
NC(C(=O)NC1C(=O)N2C(C(=O)O)=C(Cl)CSC12)c1ccccc1 (centres undefined),6%,-17%
CC(=O)NC1C(O)C[C@@](O)(C(=O)O)OC1[C@@H](O)C(O)CO (some centres undefined),3%,4%

# In another format: results already given
> CCC(=O)O[C@@]1(C(=O)CCl)C(C)CC2C3CCC4=CC(=O)C=C[C@@]4(C)[C@]3(F)C(O)C[C@]21C (some centres undefined)
  ERK AVP inh: 12%
  15-hLO inh: -7%

> CCC(/C=C/C(C)C1CCC2C3CC=C4CC(O)CC[C@@]4(C)C3CC[C@@]12C)C(C)C (some centres undefined)
  ERK AVP inh: 27%
  15-hLO inh: -9%

> NC(C(=O)NC1C(=O)N2C(C(=O)O)=C(Cl)CSC12)c1ccccc1 (centres undefined)
  ERK AVP inh: 6%
  15-hLO inh: -17%

> COc1cc2c(cc1OC)C1C(=O)c3c(O)cc4c(c3OC1CO2)C=CC(C)(C)O4 (centres undefined)
  ERK AVP inh: -28%
  15-hLO inh: -23%

# Another view of two compounds above:
# Every second line gives: ERK AVP inh | 15-hLO inh
COC(=O)CC1C(C)(C)C(OC(C)=O)C2[C@H](OC(C)=O)[C@]34O[C@]2(O)[C@]1(C)C3CC[C@]1(C)C4=CC(=O)OC1c1ccoc1 (some centres undefined)
  -7% | -10%
CC(=O)/C(=C\c1ccccc1)CC(=O)O
  -2% | -3%

# Going on with the list.
SMILES,ERK AVP inh,15-hLO inh
CCOC(=O)C(=O)C1(C(=O)OCC)Oc2cc(OC)cc(OC)c2C(=O)C1c1ccccc1 (centres undefined),10%,-2%
COc1cc2c(C(=O)c3ccccc3)c3c4c(cc(OC)c(OC)c4c2cc1OC)CCN3C,u,2%[25.6 µM]
CC1C2CCC3C4CC=C5CC(N(C)C)CC[C@@]5(C)C4CC[C@@]32CN1C (some centres undefined),5%,-8%
COc1cc(O)c(C(=O)/C=C/c2ccc(O)c(OC)c2)c(OC)c1,4%,-40%
C[C@@]12CCC3c4ccc(O)cc4CCC3C1CCC2O (some centres undefined),-8%,-7%
CC(=O)[C@]1(O)CCC2C3C=C(Cl)C4=CC(=O)C5CC5[C@@]4(C)C3CC[C@]21C (some centres undefined),15%,-4%
NC(N)=N/N=C\c1c(Cl)cccc1Cl,-10%,-3%
CC(C)c1c(O)c(-c2cc3c(c(C(C)C)c2O)CCC2C(C)(C)CCC[C@@]32C)cc2c1CCC1C(C)(C)CCC[C@@]21C (some centres undefined),12%,3%
CC1(C)Oc2ccc3ccc(=O)oc3c2CC1O (centres undefined),20%,-3%
O=C(CCc1ccc(O)cc1)c1c(O)cc(O)cc1O[C@H]1OC(CO)C(O)C(O)C1O (some centres undefined),-1%,7%
COc1ccc2c(c1)OCC(Cc1ccc(OC)c(O)c1)C2=O (centres undefined),6%,4%
COc1ccc2cc(C(C)CO)ccc2c1 (centres undefined),11%,4%
COc1ccc(C(=O)c2ccc(O)cc2)c(O)c1O,u,-16%
CCCCC(CC)CN=C(N)NC(N)=NCCCCCCN=C(N)NC(N)=NCC(CC)CCCC (centres undefined),u,u
O=C(/C=C/c1ccc(O)cc1)c1c(O)cc(O)cc1O,-12%,-2%[25.6 µM]
COc1ccc2c(c1)OCC(Cc1ccc(OC)c(OC)c1)C2O (centres undefined),-14%&13%,-1%&-1%
CCC(C)C(NC)C(=O)O (centres undefined),18%,2%
C=CC(C1=CC(=O)C=CC1=O)c1ccccc1 (centres undefined),1%,u
CC(N)C(=O)OC(C)(C)Cc1ccc(Cl)cc1 (centres undefined),1%,-3%
O=c1cc(-c2ccccc2)oc2cccc(O)c12,-9%&9%,u
O=C(/C=C/c1ccccc1)c1cccs1,139%[activator],6%[25.6 µM]
CC(=O)OCC1=C(C(=O)O)N2C(=O)C(NC(=O)CSc3ccncc3)[C@@H]2SC1 (some centres undefined),-7%,-2%
O=c1cc(-c2ccccc2)oc2cc(O)c(O)cc12,-30%,16µM*
CC(=O)Oc1c2c(c3c(c1CC=C(C)C)O[C@@]14C(=CC5CC1C(C)(C)OC4(C/C=C(\C)C(=O)O)C5=O)C3=O)OC(C)(CCC=C(C)C)C=C2 (some centres undefined),-11%,-15%
N[C@H](Cc1cnc[nH]1)C(=O)O,-16%,6%[25.6 µM]
CCCCCC(CC(=O)O)C(=O)O (centres undefined),-16%,1%
C=C[C@](C)(O)CCC=C(C)C,4%,u
COC(=O)CC1C(C)(C)C(OC(C)=O)C2CC3C4CC(=O)OC(c5ccoc5)[C@]4(C)CCC3[C@@]1(C)C2=O (some centres undefined),-12%,-3%
CC(=O)[C@]1(O)CCC2C3CC(C)C4=CC(=O)C=CC4(C)[C@@]3(F)C(O)C[C@]21C (some centres undefined),-4%,6%
CC(=O)OC1CC2C(C)(C)C(O)CC[C@@]2(C)C2CC[C@@]3(C)C(c4ccoc4)OC(=O)C4OC43[C@]12C (some centres undefined),12%,-6%
CC[C@H](C)[C@H](NC(=O)OCC1c2ccccc2-c2ccccc21)C(=O)O,-7%,3%[25.6 µM]
O=c1ccn([C@@H]2O[C@H](CO)[C@@H](O)[C@H]2O)c(=O)[nH]1,6%,3%[25.6 µM]
CC1CC[C@@]23CCC4(C)[C@@]5(C)CCC6C(C)(C)C(=O)CC[C@@]6(C)C5C=C[C@@]4(OC2=O)C3C1C (some centres undefined),36%[activator],-8%
CC(=O)O[C@@]1(C(C)=O)CCC2C3C=C(Cl)C4=CC(=O)CC[C@]4(C)C3CC[C@]21C (some centres undefined),7%,0%
COc1ccc(-c2oc3ccccc3c(=O)c2O)cc1OC,-6%,-6%
C=CCCCCCCCCCCCC(O)CC(O)COC(C)=O (centres undefined) (tested in a mixture with another compound),15%,-8%
OCCOCCN1CCN(C2=Nc3ccccc3Sc3ccccc32)CC1,30%,12%
COc1c(OC)c2occc2c2oc(=O)ccc12,-19%,u
CC(=O)OC1CC2C(C)(C)C(O)CCC2(C)C2CC[C@]3(C)C(=CC(=O)OC3c3ccoc3)C12C (some centres undefined),19%,-5%
CC1(C)CC23C(=O)CCC(O)C2(C)CCC13 (centres undefined),-4%,-3%
C=C1C2=CC(=O)OC(c3ccoc3)[C@]2(C)CCC1[C@]1(C)C=CC(=O)C(C)(C)C1CC(=O)OC (some centres undefined),19%,-2%
C[n+]1c2cc(N)ccc2cc2ccc(N)cc21,-7%,15%
COC(=O)[C@@H]1C2CC3c4[nH]c5cc(OC)ccc5c4CCN3CC2C[C@H](OC(=O)c2cc(OC)c(OC)c(OC)c2)C1OC (some centres undefined),17%,u
CCCCCC/C=C\CCCCCCCc1cccc(O)c1C(=O)O,-6%,1.6µM*
OCC1OC(n2cnc3c(NCc4ccco4)ncnc32)C(O)C1O (centres undefined),4%,4%
CC1(C)C=Cc2c(cc3occ(-c4ccc5c(c4)OCO5)c(=O)c3c2O)O1,0%,1%
O=C(/C=C/C=C/c1ccc2c(c1)OCO2)N1CCCCC1,u,3%
CC1CCCC(C)N1NC(=O)c1ccc(Cl)c(S(N)(=O)=O)c1 (centres undefined),-14%,-7%
COC(=O)CC1C(C)(C)C(=O)C2CC3=C(CC[C@]4(C)C3=CC(=O)OC4c3ccoc3)[C@@]1(C)C2=O (some centres undefined),4%,-7%
CC(=O)OC1CC2C(C)(C)C(=O)C=C[C@]2(C)C2CC[C@@]3(C)C(c4ccoc4)OC(=O)C4O[C@@]43[C@]12C (some centres undefined),20%,1%
COC(=O)[C@@]1(C)CCC[C@@]2(C)c3ccc(O)c(C(C)C)c3CCC21 (some centres undefined),-27%,-13%
S=P(N1CC1)(N1CC1)N1CC1,-6%,-10%
CC1(C)SC2C(NC(=O)COc3ccccc3)C(=O)N2C1C(=O)O (centres undefined),6%,-9%
Nc1ncnc2c1nc(Cl)n2C1OC(CO)C(O)C1O (centres undefined),11%,4%

# Screens from PubChem.

# Only part of the results is shown (hit frequency here may not be typical).
